S1P3 antagonist: antagonists of human S1P3 receptor | CHO S1P3 NFAT-BLA reporter, FRET fluorescence, antagonist mode | inhibition, % at 4.98 µM | 0.27% of 170,000 active;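 active = inhibition above the plate cutoff, the mean inhibition of test wells on that plate plus 3 SD, cut at about 28% in these data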;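 note: cells challenged with S1P at its EC80 of 0.8 µM; blue over green emission ratio from cleaved BLA substrate after 4 h stimulation; 0% = S1P-stimulated wells and 100% = unstimulated DMSO-only wells; some compounds past the cut are filed as inactive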
Target sequence (Q99500 whole entry, looked up): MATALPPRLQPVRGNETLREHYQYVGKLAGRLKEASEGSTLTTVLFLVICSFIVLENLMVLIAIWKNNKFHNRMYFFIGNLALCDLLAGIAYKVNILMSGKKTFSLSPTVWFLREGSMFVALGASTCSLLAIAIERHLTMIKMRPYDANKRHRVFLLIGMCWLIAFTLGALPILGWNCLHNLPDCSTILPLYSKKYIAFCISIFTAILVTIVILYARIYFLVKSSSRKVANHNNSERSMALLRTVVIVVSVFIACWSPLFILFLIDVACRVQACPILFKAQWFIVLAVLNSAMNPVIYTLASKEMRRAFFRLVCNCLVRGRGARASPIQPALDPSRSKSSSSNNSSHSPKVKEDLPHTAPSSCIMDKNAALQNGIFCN
Diaphorase inh: inhibits diaphorase or chemically oxidizes, flagging diaphorase assay artifacts | diaphorase resazurin-to-resorufin fluorescence, NADH, 16 min; bacterial (C. kluyveri) enzyme, not human | inhibition, % at 20 µM | 0.69% of 190,000 active;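 active = primary screen inhibition at 20 µM above a set limit, cut at about 50% in these data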;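 note: plate controls were DMSO with full reaction for no effect and wells lacking NADH for full effect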
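Test system: diaphorase enzyme from Clostridium kluyveri; amount: diaphorase at 0.14 U/mL in enzyme working solution; detection: fluorescence of resorufin formed from resazurin, Ex 544/Em 590 nm; times: reaction incubation of 16 min at room temperature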
PPARg SRC2 recr: agonists of SRC-2 recruitment by human PPARgamma. 0.34% of 200,000 active. AID 1032. P37231. activation, % at 8 µM. PPARgamma LBD-SRC-2 recruitment, biochemical; in the data active = activation above about 22%;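 note: 0% = vehicle and 100% = reference agonist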
Target sequence (P37231 whole entry, looked up, the tested form may be a part): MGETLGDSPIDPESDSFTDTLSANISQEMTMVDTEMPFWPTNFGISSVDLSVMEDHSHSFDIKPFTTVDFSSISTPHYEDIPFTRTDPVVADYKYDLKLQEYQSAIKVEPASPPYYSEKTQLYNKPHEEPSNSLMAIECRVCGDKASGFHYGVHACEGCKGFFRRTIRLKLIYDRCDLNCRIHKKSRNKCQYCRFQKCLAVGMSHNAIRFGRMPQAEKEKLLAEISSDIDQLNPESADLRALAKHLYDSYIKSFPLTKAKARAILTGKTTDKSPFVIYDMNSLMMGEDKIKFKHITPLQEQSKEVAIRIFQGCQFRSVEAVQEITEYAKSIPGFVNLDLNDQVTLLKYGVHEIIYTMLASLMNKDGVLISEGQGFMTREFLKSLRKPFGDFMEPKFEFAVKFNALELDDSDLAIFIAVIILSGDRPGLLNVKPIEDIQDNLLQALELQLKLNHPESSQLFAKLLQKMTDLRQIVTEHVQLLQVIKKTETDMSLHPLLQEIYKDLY
PPARg SRC3 recr: promotes SRC-3 coactivator recruitment by human PPARgamma; biochemical PPARgamma/SRC-3 coactivator recruitment assay; 0.26% of 200,000 active; activation, % at 8 µM; in the data active = activation above about 23%;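 note: 0% = DMSO and 100% = reference agonist; some compounds past the cut are filed as inactive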
PPARg SRC-1 ag: promotes SRC-1 coactivator recruitment by human PPARgamma; PPARgamma-SRC-1 coactivator recruitment biochemical assay; activation, % at 8 µM; 0.41% of 200,000 active; in the data active = activation above about 19%;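 note: 0% = DMSO and 100% = reference agonist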
Diaph act CS: diaphorase activation or chemical reduction counter-screen | Diaphorase/resazurin coupled assay, resorufin fluorescence, 16 min; hits give high values; 1 = vehicle wells, 0 = NADH-free wells | activation factor at 20 µM | 0.005% of 190,000 active | AID 1229;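 active = diaphorase activity raised at least twofold by the compound at 20 µM; inactive = activation factor below 2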
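Material: bacterial diaphorase enzyme (C. kluyveri); amount: enzyme 0.07 U/mL final; reagent: NADH substrate 0.114 mM plus resazurin dye 0.1 mM, final; doses: single compound dose of 20 µM, 1% DMSO final; timing: 16 min enzyme reaction, ambient temperature; measured by: fluorescence of resorufin, 544 nm excitation, 590 nm emission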
PMI act satM6P: activators of human phosphomannose isomerase at near-saturating mannose 6-phosphate; 0.34% of 190,000 active; P34949; coupled PMI enzyme assay, resazurin fluorescence, 20 min; hits give high values; 1 = untreated enzyme, 0 = substrate-free blank; activation factor at 20 µM;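 active = activation factor of 2 or more at 20 µM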
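assay system = human phosphomannose isomerase with PGI, G6PDH, diaphorase coupling enzymes | quantity = 15 ng/mL PMI | incubation = enzyme reaction with compound 20 min at room temperature | medium = HEPES pH 7.4 buffer with MgCl2 and Tween-20 | compound dosing = one concentration, 20 µM, in 1% DMSO | measured by = Diaphorase-driven resazurin-to-resorufin fluorescence, excitation 544, emission 590 nm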
ROMK primary: human ROMK K+ channel modulation, primary screen; P48048; Tet-inducible ROMK, thallium flux fluorescence; actives lie on both sides; B-score at 10 µM; 2% of 130,000 active; AID 1918;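 active = signal ratio slope over the read window, or its plate-corrected B-score, at least 3 SD from the plate mean, either direction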;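 note: B-score of the F/F0 ratio slope over 7 to 12 s after thallium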
SRC2 TRFRET art: counter-screen for PPARgamma SRC-2 recruitment agonists: TR-FRET artefact | 0.4% of 200,000 active | TR-FRET ratio at 8 µM | hits give high values; in the data active = TR-FRET ratio above about 2000; note: inactives centre near 1500
PMI activator: increases human mannose-6-phosphate isomerase activity; purified human PMI, coupled resazurin fluorescence, 20 min; hits give high values; 1 = vehicle control, 0 substrate-free wells; activation factor at 20 µM; 0.005% of 190,000 active; AID 1214;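 active = activation factor of 2 or more at 20 µM, relative to plate controls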
G6PDH CS: counter-screen for G6PDH assay hits: L. mesenteroides G6PDH inhibition. 0.12% of 200,000 active. Purified L. mesenteroides G6PDH, diaphorase/resazurin coupled fluorescence, 45 min. inhibition, % at 5 µM; in the data active = inhibition above about 50%
Numbers without * were called inactive; . = not tested or not shown.

(1) CC(C)CN1C(=O)NC(NS(=O)(=O)c2ccc(N)cc2)(C(F)(F)F)C1=O (centres undefined)
(2) COc1ccccc1CCNC(=O)c1csc2c1CCCC2
(3) OCn1ncn(-c2ccccc2)c1=S
(4) Cc1cccc(C)c1NC(=O)C/C(N)=N/O
(5) CC(=O)Nc1cccc(C(=O)/C=C/c2cccs2)c1
(6) COc1cccc(NC(=O)COc2cccc(-n3cnnn3)c2)c1
screen / no.	1	2	3	4	5	6
S1P3 antagonist	0	16	-10	.	0	-7
Diaphorase inh	14	12	22	3	-9	2
PPARg SRC2 recr	-4	-8	4	-1	7	-5
PPARg SRC3 recr	2	3	-6	4	3	-5
PPARg SRC-1 ag	-5	-1	4	7	7	-2
Diaph act CS	0.9	0.9	0.8	1	1.1	1
PMI act satM6P	1	0.9	1	1	1.1	1.1
ROMK primary	-0.21	-0.053	.	-0.78	.	0.32
SRC2 TRFRET art	1512	1469	1765	1608	1640	1434
PMI activator	0.9	1.1	0.8	0.9	1.2	1
G6PDH CS	1	-2	-3	6	18	1

(7) c1ccc(C[n+]2cccc(-c3ccccc3)c2)cc1
(8) O=C(CCc1c[nH]c2ccccc12)NCC1CCCO1 (centres undefined)
(9) Cc1ccccc1-c1nc(Cc2ccc(Cl)cc2)no1
(10) CCN(CC)S(=O)(=O)N1CCC(C(=O)NC(C)CCc2ccccc2)CC1 (centres undefined)
(11) CCOc1cc(CNn2c(C)nnc2SCC(=O)NC(C)(C)C)ccc1OCC(=O)NC(C)(C)C
(12) CN1CCN(c2ccc(S(=O)(=O)N3CCCCC3)cc2NC(=O)c2ccc3ccccc3c2)CC1
screen / no.	7	8	9	10	11	12
S1P3 antagonist	-4	-25	8	-14	-5	-8
Diaphorase inh	1	7	11	4	19	4
PPARg SRC2 recr	5	5	0	0	1	7
PPARg SRC3 recr	2	-4	-8	-9	2	2
PPARg SRC-1 ag	3	3	6	-4	8	1
Diaph act CS	1	0.9	0.9	1	0.8	1
PMI act satM6P	0.9	1.1	0.9	1.1	0.9	1
ROMK primary	0.32	0.022	.	.	0.23	-1.6
SRC2 TRFRET art	1570	1727	1596	1669	1437	1647
PMI activator	0.7	1.1	0.9	1	1	1
G6PDH CS	3	2	-4	0	19	0

Retrieved one by one from above (three):
(7) c1ccc(C[n+]2cccc(-c3ccccc3)c2)cc1
(8) O=C(CCc1c[nH]c2ccccc12)NCC1CCCO1 (centres undefined)
(11) CCOc1cc(CNn2c(C)nnc2SCC(=O)NC(C)(C)C)ccc1OCC(=O)NC(C)(C)C
screen / no.	7	8	11
S1P3 antagonist	-4	-25	-5
Diaphorase inh	1	7	19
PPARg SRC2 recr	5	5	1
PPARg SRC3 recr	2	-4	2
PPARg SRC-1 ag	3	3	8
Diaph act CS	1	0.9	0.8
PMI act satM6P	0.9	1.1	0.9
ROMK primary	0.32	0.022	0.23
SRC2 TRFRET art	1570	1727	1437
PMI activator	0.7	1.1	1
G6PDH CS	3	2	19

(further entries)
(13) Cc1ccc(C2CC(c3cccc(C)c3)n3nc(N)nc3N2)cc1 (centres undefined)
(14) COc1cccc(/C=N\NC(=O)C2=NNC(=O)C2C)c1O (centres undefined)
(15) COC(=O)C1=C(C)NC(=O)C1(NC(=O)c1ccncc1)C(F)(F)F (centres undefined)
(16) Cc1cc(=O)n2c(sc3ccccc32)c1C#N
(17) Nc1ccc(N2CCOCC2)cc1C(F)(F)F
(18) O=C(COC(=O)c1cc(S(=O)(=O)N2CCCCC2)ccc1Cl)NCc1ccco1
screen / no.	13	14	15	16	17	18
S1P3 antagonist	-30	3	-6	-6	-9	14
Diaphorase inh	10	42	8	16	-1	5
PPARg SRC2 recr	-1	-4	6	3	3	0
PPARg SRC3 recr	0	5	4	6	-2	7
PPARg SRC-1 ag	-2	2	7	11	-2	4
Diaph act CS	0.9	0.6	0.9	0.8	1	1
PMI act satM6P	0.8	1.2	1	0.9	1	1
ROMK primary	.	-0.055	1.1	-0.014	0.6	1.2
SRC2 TRFRET art	1439	1533	1427	1668	1454	1910
PMI activator	0.8	1	1	1.1	1	1.1
G6PDH CS	-6	-1	0	7	1	5

(19) CCN(CC)c1ncnc2c1ncn2Cc1c(Cl)cccc1Cl
(20) COc1ccc(C(=O)N/C(N)=N/c2nc3ccccc3o2)cc1
(21) CC1(C)CC2CC(C)(CN2c2ncnc3ccccc23)C1 (centres undefined)
(22) Cc1nn(-c2ccccc2)c2sc(C(=O)N3CCc4ccccc4C3)cc12
(23) c1cc(C2CCN(Cc3nc(-c4ccc5c(c4)OCO5)no3)CC2)ccn1
(24) O=C(Nc1cccc(Cl)c1)c1cc(S(=O)(=O)NCCc2ccc(Cl)cc2)ccc1F
screen / no.	19	20	21	22	23	24
S1P3 antagonist	.	.	20	4	-12	-1
Diaphorase inh	31	17	17	18	43	6
PPARg SRC2 recr	9	4	9	-1	7	2
PPARg SRC3 recr	-4	3	-5	0	-3	12
PPARg SRC-1 ag	2	7	2	-2	8	-10
Diaph act CS	0.7	0.8	0.8	0.8	0.6	0.9
PMI act satM6P	0.8	1	0.9	0.9	1.3	1
ROMK primary	-0.9	0.061	.	0.26	.	.
SRC2 TRFRET art	1624	1545	1445	1348	1369	1510
PMI activator	0.9	1	0.9	0.9	0.9	0.9
G6PDH CS	3	7	-9	6	7	-22

Continued, overlapping the part above by 4 compounds.
(21) CC1(C)CC2CC(C)(CN2c2ncnc3ccccc23)C1 (centres undefined)
(22) Cc1nn(-c2ccccc2)c2sc(C(=O)N3CCc4ccccc4C3)cc12
(23) c1cc(C2CCN(Cc3nc(-c4ccc5c(c4)OCO5)no3)CC2)ccn1
(24) O=C(Nc1cccc(Cl)c1)c1cc(S(=O)(=O)NCCc2ccc(Cl)cc2)ccc1F
(25) CCOC(=O)C1C(=O)NC(N2CCN(c3ccccc3)CC2)=NC1c1ccccc1 (centres undefined)
(26) O=S(=O)(c1ccc(Cl)s1)N1CCN(c2ncccn2)CC1
(27) Cn1c(N)c(C(=O)COC(=O)C2(c3ccc(F)cc3)CCCC2)c(=O)n(C)c1=O
(28) Cc1ccc(-c2nn3c(C)nnc3c3ccccc23)cc1S(=O)(=O)NCc1ccco1
(29) CN(c1ccc(C(=O)NCc2ccccc2)cc1)S(C)(=O)=O
(30) COC(=O)c1cc(Cl)c(NC(=O)Cc2ccccc2)cc1OC
screen / no.	21	22	23	24	25	26	27	28	29	30
S1P3 antagonist	20	4	-12	-1	.	-16	-6	14	-15	4
Diaphorase inh	17	18	43	6	11	7	33	13	7	12
PPARg SRC2 recr	9	-1	7	2	10	1	-1	6	3	5
PPARg SRC3 recr	-5	0	-3	12	10	-4	-9	-7	-15	6
PPARg SRC-1 ag	2	-2	8	-10	2	1	-2	-2	-3	9
Diaph act CS	0.8	0.8	0.6	0.9	0.9	0.9	0.7	0.9	0.9	0.9
PMI act satM6P	0.9	0.9	1.3	1	1	0.9	0.8	1.3	1	1
ROMK primary	.	0.26	.	.	.	1.6	.	-0.51	0.38	0.5
SRC2 TRFRET art	1445	1348	1369	1510	1416	1754	1212	1454	1506	1637
PMI activator	0.9	0.9	0.9	0.9	1	0.9	0.7	1.1	1	0.9
G6PDH CS	-9	6	7	-22	-4	-6	-22	19	-5	4

(31) COc1ccc(Cc2nnc(SCC(=O)N3CCCC3)o2)cc1
(32) Cc1ccnc(N2C(=O)C3C4CC(C(Br)C4Br)C3C2=O)c1 (centres undefined)
(33) O=c1c2c(-c3ccccc3)csc2ncn1/N=C/c1c2ccccc2cc2ccccc12
(34) CC(=O)c1cc(C#N)c(N2CC(C)OC(C)C2)nc1C (centres undefined)
(35) S=C(NCCN1CCOCC1)Nc1ccc(Nc2ccccc2)cc1
(36) Cc1cccc(NC(=O)CSC(N)=O)c1C
screen / no.	31	32	33	34	35	36
S1P3 antagonist	-13	.	.	1	8	7
Diaphorase inh	.	4	13	6	14	6
PPARg SRC2 recr	7	5	-4	0	6	0
PPARg SRC3 recr	4	6	7	1	4	10
PPARg SRC-1 ag	-3	2	0	-1	7	-2
Diaph act CS	.	1	0.9	0.9	0.9	0.9
PMI act satM6P	.	1.1	0.9	1	1	1.3
ROMK primary	0.48	.	0.038	0.71	-0.58	.
SRC2 TRFRET art	1481	1595	1661	1448	1689	1578
PMI activator	.	1	0.9	1	1	1.1
G6PDH CS	14	2	7	2	17	5

(37) CCCc1c(O)nc(SCc2ccccc2)[nH]c1=O
(38) COc1cc(NC(=O)CN2CCC(C)CC2)c(C)cc1[N+](=O)[O-]
(39) CC1CN(CCCOc2ccc([N+](=O)[O-])cc2)CC(C)O1 (centres undefined)
(40) COc1ccc(CNC(=O)CN2C(=O)C3CCCN3c3ncc(Cl)cc32)cc1 (centres undefined)
(41) COc1ccc(Nc2nc3c([nH]2)c(=O)[nH]c(=O)n3C)cc1
(42) COc1ccc(Cl)cc1CN1CCN(c2nc(C)cc(C)c2C#N)CC1
screen / no.	37	38	39	40	41	42
S1P3 antagonist	5	6	-25	.	11	25
Diaphorase inh	5	16	-5	21	8	13
PPARg SRC2 recr	14	5	1	4	2	-7
PPARg SRC3 recr	2	0	2	0	7	1
PPARg SRC-1 ag	5	7	-1	2	11	3
Diaph act CS	0.9	0.8	1	0.8	0.9	0.9
PMI act satM6P	1	1	1.2	1.1	0.9	0.9
ROMK primary	-0.61	.	0.0082	-0.81	0.34	-1.8
SRC2 TRFRET art	1584	1671	1580	1599	1729	1532
PMI activator	1	0.9	1.1	0.9	0.9	0.9
G6PDH CS	27	2	5	-4	-1	-21

(43) O=Cc1ccc(OCc2ccccn2)cc1
(44) C#CC[N+]1(CC#Cc2cccc3ccccc23)CCOCC1
(45) O=c1c2ccccc2nc(/C=C/c2ccc3c(c2)OCO3)n1CCCO
(46) CCN1C(=O)C2C(c3cccc(F)c3)NC(C)(C(=O)OC)C2C1=O (centres undefined)
(47) O=C1C2C3C=CC(C4CC34)C2C(=O)N1/N=C/c1ccc([N+](=O)[O-])o1 (centres undefined)
(48) Cn1c(/C=N/NC(=O)c2ccccc2Br)nc2ccccc21
screen / no.	43	44	45	46	47	48
S1P3 antagonist	.	-8	5	-49	2	.
Diaphorase inh	10	9	8	12	-3	2
PPARg SRC2 recr	1	1	4	-1	2	2
PPARg SRC3 recr	6	4	6	-7	1	4
PPARg SRC-1 ag	1	7	2	-4	2	0
Diaph act CS	0.9	0.9	0.9	0.9	1	1
PMI act satM6P	1	1	1.1	1	0.9	0.9
ROMK primary	0.78	-0.56	0.55	.	.	.
SRC2 TRFRET art	1476	1366	1598	1488	1404	1530
PMI activator	1	0.9	1.1	1	1.1	0.9
G6PDH CS	-1	6	-3	8	14	11
